Screens deposited in PubChem by several laboratories.
HPDE-C7 viability: HPDE-C7 pancreatic duct cell viability loss – fluorescence, HTS (AID 430). HPDE-C7 pancreatic duct cells viability, fluorescence; higher % means a stronger effect. cytotoxicity, % at 10 µM; hits with a dose series show EC50 in µM. 63,000 tested, 1.8% active;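 further: cells exposed to compound for 48 hours before viability readout; 0% = vehicle and 100% = reference cytotoxic drug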
HPDE-C7K KRASV12: cytotoxicity in KRAS-transformed pancreatic duct cells, primary screen, cell-based, fluorescence, HTS (AID 431); HPDE-C7K KRASV12 cells, Alamar Blue viability, 48 h; higher % means a stronger effect; cytotoxicity, % at 10 µM; hits with a dose series show EC50 in µM; 63,000 tested, 1.7% active;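 active means compounds whose percent cytotoxicity in the single-dose primary screen, scaled between solvent and toxic-drug controls, exceeds 50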;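 further: 0% = DMSO solvent wells and 100% = doxorubicin-treated wells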
HT1080 viability: cytotoxicity in HT1080 fibrosarcoma cells, cell-based, fluorescence readout (AID 620). HT1080 viability, fluorescence; higher % means a stronger effect. cytotoxicity, % at 10 µM; hits with a dose series show EC50 in µM. 87,000 tested, 0.42% active;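 further: cells exposed to compound overnight then 4 h with Alamar Blue; 0% = vehicle DMSO and 100% = killing control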
Spn PMK inh: blocks S. pneumoniae phosphomevalonate kinase. purified PMK, PK/LDH-coupled NADH absorbance 340 nm. inhibition, % at 10 µM. 65,000 tested, 0.49% active. AID 539;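 active means top-ranked compounds by inhibition in the single 10 µM screen, taking a fixed number of the strongest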;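 further: 0% = full reaction with DMSO carrier and 100% = background rate without enzyme reaction; no value below 0 was filed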
Spn DPM-DC inh: S. pneumoniae DPM-DC inhibition; purified DPM-DC, PK/LDH coupled NADH fluorescence; 65,000 tested, 0.49% active; calls only at 10 µM;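 active means the 320 compounds with the highest percent inhibition in the single-dose primary screen, excluding strongly autofluorescent ones, cut at about 32% in these data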;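 further: kinetic rate of NADH fluorescence loss reporting ADP formed by the decarboxylase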
MK inhibit: inhibitors of Streptococcus pneumoniae mevalonate kinase. purified MK, PK/LDH-coupled NADH absorbance 340 nm. inhibition, % at 10 µM. 65,000 tested, 0.48% active. AID 555;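 active means ranked among the strongest by inhibition in the single 10 µM screen, a fixed top-ranked set picked for dose follow-up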; further: no value below 0 was filed
LYP phosphatase: LYP phosphatase inhibitors, primary screen, biochemical, DiFMUP fluorescence, recombinant catalytic domain, 10 µM (AID 606) | recombinant LYP catalytic domain, DiFMUP fluorescence; higher % means a stronger effect | one-dose inhibition, % at 10 µM; IC50 in µM for titrated hits | 52,000 tested, under 10 active;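 active means IC50 under 40 µM in the dose-response test; inactive means IC50 of 40 µM or more, or never dose-tested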
TNAP inhibition: human TNAP enzyme inhibitors, biochemical, luminescent (AID 518). inhibition, % at 20 µM; hits with a dose series show IC50 in µM. 64,000 tested, 0.09% active. purified TNAP enzyme, luminescent substrate readout; higher % means a stronger effect; in the data active means a potency from the dose series; inactive means the rest, 99 in 100 with inhibition below about 22%;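 further: plate controls were vehicle for no effect and reference inhibitor for full effect; many of its hits are not listed in these tables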
Bfl-1 displacement: Bfl-1 inhibitors, primary screen, biochemical, fluorescence polarization, FITC-Bid, mouse (AID 432) | FITC-Bid BH3 peptide fluorescence polarization displacement; higher % means a stronger effect | displacement, % at 20 µM; hits with a dose series show IC50 in µM | 64,000 tested, 0.02% active; in the data active means a potency from the dose series; inactive means the rest, 99 in 100 with displacement below about 15%; further: strong numbers were not always called active
Spn PMK inh pilot replicates: second read-out of Spn PMK inh, no call of its own (marks repeat the call); inhibition, %; measured here: pilot screen replicates
MK inhibit pilot replicates: also measured in MK inhibit; calls as there; inhibition, %; measured here: pilot screen replicates
Spn DPM-DC inh pilot screen %: further read-out of Spn DPM-DC inh, marked with its call; inhibition, %; measured here: pilot screen trials
Active calls of the source: *; i = inactive; / = no result given; & = joins results of further samples. Unless noted, no stated cut-off is given here; in the data, active means cytotoxicity above about 50%; inactive means the rest.

SMILES	HPDE-C7 viability	HPDE-C7K KRASV12	HT1080 viability	Spn PMK inh	Spn DPM-DC inh	MK inhibit	LYP phosphatase	TNAP inhibition	Bfl-1 displacement	others
O=C(NCC(=O)N(Cc1ccccc1)C(C(=O)NC1CCCC1)c1ccco1)c1ccco1 (stereo not given)	0%	-6%	0%	3	i	6	12%	0%	-4%
COCc1cc(C)n(CC(=O)NC(C)c2ccccc2)c(=O)c1C#N (stereo not given)	-7%	-7%	-6%	13	/	5	/	7%	1%
COc1ccc(CCNC(=O)c2ccc(NS(=O)(=O)c3c(C)noc3C)cc2)cc1OC	-10%	7%	-5%	9	i	4	/	7%	-4%
CCN(Cc1ccccc1)S(=O)(=O)c1ccc(C(=O)Nc2nnc(-c3ccccc3OC)o2)cc1	36%	38%	4%	14	/	2	0%	2%	6%
CCOC(=O)C(C(=O)Nc1ccccn1)C1CCCCC1 (stereo not given)	-7%	4%	-2%	/	/	/	10%	10%	-2%
O=C(O)CCCn1nc(C(F)(F)F)c2c1CCCCC2	1%	-2%	-4%	6	i	0	8%	12%	-1%
CC(=O)NC(Cc1ccccc1F)C(=O)NC1CCN(C(=O)c2cnccn2)CC1 (stereo not given)	-3%	0%	12%	9	i	10	/	5%	2%
Cc1cc(C(=O)CSc2nnc(-c3ccco3)o2)c(C)n1-c1ccc2c(c1)OCCO2	-22%	-7%	30%	11	i	3	-3%	10%	5%
COC(=O)c1ccc(NC(=O)Cc2ccccc2)cc1	20%	17%	2%	0	i	1	-5%	12%	2%
CCN1C(=O)c2ccccc2S(=O)c2ccc(C(=O)N3CCN(C(=O)c4ccco4)CC3)cc21 (stereo not given)	-14%	3%	5%	0	i	2	8%	3%	4%
COCCN1C(=O)c2oc3ccccc3c(=O)c2C1c1ccc(OC)c(OC)c1 (stereo not given)	14%	10%	0%	11	i	11	13%	6%	7%
OC(COc1ccc2ccccc2c1)CN1CCCC1 (stereo not given)	17%	27%	-7%	13	i	5	3%	10%	-3%
Cc1nc(N)sc1Cc1ccc2c(c1)OCO2	5%	6%	0%	9	i	3	/	13%	-1%
O=C(c1ccc(Br)o1)N1CCN(c2ccccc2F)CC1	-2%	2%	-6%	0	i	5	-16%	2%	-1%
Cc1cc(NC(=O)C(C)(C)C)no1	-22%	-7%	1%	19	i	1	8%	13%	-2%	Spn PMK inh pilot replicates=1.0;MK inhibit pilot replicates=0.5;Spn DPM-DC inh pilot screen %=0.0
COC(=O)c1[nH]c2cc(OC)ccc2c1NC(=O)CN1CCOCC1	9%	10%	4%	8	i	2	18%	16%	-4%	Spn PMK inh pilot replicates=3.5;MK inhibit pilot replicates=0.0;Spn DPM-DC inh pilot screen %=2.0
CCOC(=O)c1ccc(NC(=O)CN2CCc3ccccc3C2)cc1	58%*	53%*	-4%	4	i	5	10%	26%	-9%
CC1(C)Cc2ccccc2-c2nnc(SCC(=O)N3CCN(c4ccccc4)CC3)n21	-24%	-22%	-11%	11	i	0	/	11%	-2%
C=CCc1ccccc1OCC(O)Cn1ccnc1C (stereo not given)	-10%	-6%	6%	0	i	2	/	9%	-3%
Cc1cccc(-c2nc(CSCC(=O)N3CCN(Cc4ccc5c(c4)OCO5)CC3)c(C)o2)c1	0%	4%	-1%	13	i	0	7%	15%	-6%
CN(CC(=O)NCc1cccc(F)c1)C(=O)c1ccco1	-13%	-18%	6%	1	i	3	16%	-2%	-8%
CN(C)CCN(Cc1ccccc1)c1ccccn1	5%	-13%	8%	0	i	6	-4%	7%	-4%	Spn PMK inh pilot replicates=4.0;MK inhibit pilot replicates=0.0;Spn DPM-DC inh pilot screen %=0.0
COCCSc1nnc(NS(=O)(=O)Cc2ccccc2)s1	-1%	0%	-2%	7	i	10	16%	7%	-5%
CCOC(=O)CNC(=O)c1cn(CC)c(=O)c2cc(OC)c(OC)cc12	-6%	-2%	1%	0	i	9	0%	14%	-2%
Cc1ccc(N2CC(C(=O)NCc3ccccn3)CC2=O)cc1 (stereo not given)	-7%	-9%	1%	5	i	9	16%	4%	-10%
COc1ccc(NC2CS(=O)(=O)CC2NCc2ccco2)cc1 (stereo not given)	0%	2%	-1%	0	i	5	3%	5%	0%
CCc1ccc(N2C(=O)C3ON(c4ccccc4)C(c4ccco4)C3C2=O)cc1 (stereo not given)	-15%	-14%	11%	12	i	8	/	5%	6%
Cc1ccc(-c2nc(-c3ccccc3)no2)c(Cl)c1	-11%	-3%	/	11	i	5	9%	9%	0%
CCCc1cc(=O)n2c(nc3ccccc32)[nH]1	-2%	7%	8%	4	/	4	11%	16%	-1%
COC(=O)c1ccccc1NC(=O)n1cc(C)cn1	0%	-4%	3%	0	/	8	-2%	17%	6%
N#CCCN(C(=O)CN1C(=O)NC2(CCCC2)C1=O)c1ccccc1F	-5%	-5%	0%	0	i	0	-5%	6%	-7%
Cc1cc(C(=O)NCc2ccc(S(N)(=O)=O)cc2)cs1	-10%	6%	2%	7	i	0	/	13%	-1%	Spn PMK inh pilot replicates=0.5;MK inhibit pilot replicates=0.0;Spn DPM-DC inh pilot screen %=1.5
COC(=O)c1ccc(C2/C(=C(/O)c3ccc(OC)cc3)C(=O)C(=O)N2CC2CCCO2)cc1 (stereo not given)	3%	7%	16%	15	i	13	/	12%	-9%
CCOc1ccc(-c2nnn(CC(=O)Nc3cc(OC)ccc3OC)n2)cc1OCC	70%*	71%*	6%	4	i	14	/	5%	-2%
CCC(=O)n1nc(-c2ccc(OC)cc2)nc1N	-14%	-14%	1%	11	i	6	-12%	31%	5%
COCCn1nnnc1C(c1cc2ccc(OC)cc2[nH]c1=O)N1CCc2ccccc2C1 (stereo not given)	-22%	-2%	13%	12	i	1	-4%	16%	-3%	Spn PMK inh pilot replicates=0.0;MK inhibit pilot replicates=0.0;Spn DPM-DC inh pilot screen %=0.5
CC1=C(C(N)=O)C(c2ccccn2)n2nc(SCc3ccccc3Cl)nc2N1 (stereo not given)	-19%	-5%	-7%	0	i	9	5%	5%	1%
CC1CCN(C(=O)CSc2nc3c(cnn3-c3ccc(Cl)cc3)c(=O)[nH]2)CC1	6%	7%	1%	10	i	9	4%	-3%	2%
Cc1ccc(S(=O)(=O)N=C2SCCCS2)cc1	20%	14%	-2%	7	i	6	12%	16%	-4%
CC1CCCC(NC(=O)c2ccc3c(c2)N(Cc2ccccc2)C(=O)CS3=O)C1C (stereo not given)	7%	0%	-2%	0	i	6	6%	6%	5%

Quoted from the entries so far, 15 compounds:
SMILES	HPDE-C7 viability	HPDE-C7K KRASV12	HT1080 viability	Spn PMK inh	Spn DPM-DC inh	MK inhibit	LYP phosphatase	TNAP inhibition	Bfl-1 displacement	others
COc1ccc(NC2CS(=O)(=O)CC2NCc2ccco2)cc1 (stereo not given)	0%	2%	-1%	0	i	5	3%	5%	0%
CCc1ccc(N2C(=O)C3ON(c4ccccc4)C(c4ccco4)C3C2=O)cc1 (stereo not given)	-15%	-14%	11%	12	i	8	/	5%	6%
Cc1ccc(-c2nc(-c3ccccc3)no2)c(Cl)c1	-11%	-3%	/	11	i	5	9%	9%	0%
CCCc1cc(=O)n2c(nc3ccccc32)[nH]1	-2%	7%	8%	4	/	4	11%	16%	-1%
COC(=O)c1ccccc1NC(=O)n1cc(C)cn1	0%	-4%	3%	0	/	8	-2%	17%	6%
N#CCCN(C(=O)CN1C(=O)NC2(CCCC2)C1=O)c1ccccc1F	-5%	-5%	0%	0	i	0	-5%	6%	-7%
Cc1cc(C(=O)NCc2ccc(S(N)(=O)=O)cc2)cs1	-10%	6%	2%	7	i	0	/	13%	-1%	Spn PMK inh pilot replicates=0.5;MK inhibit pilot replicates=0.0;Spn DPM-DC inh pilot screen %=1.5
COC(=O)c1ccc(C2/C(=C(/O)c3ccc(OC)cc3)C(=O)C(=O)N2CC2CCCO2)cc1 (stereo not given)	3%	7%	16%	15	i	13	/	12%	-9%
CCOc1ccc(-c2nnn(CC(=O)Nc3cc(OC)ccc3OC)n2)cc1OCC	70%*	71%*	6%	4	i	14	/	5%	-2%
CCC(=O)n1nc(-c2ccc(OC)cc2)nc1N	-14%	-14%	1%	11	i	6	-12%	31%	5%
COCCn1nnnc1C(c1cc2ccc(OC)cc2[nH]c1=O)N1CCc2ccccc2C1 (stereo not given)	-22%	-2%	13%	12	i	1	-4%	16%	-3%	Spn PMK inh pilot replicates=0.0;MK inhibit pilot replicates=0.0;Spn DPM-DC inh pilot screen %=0.5
CC1=C(C(N)=O)C(c2ccccn2)n2nc(SCc3ccccc3Cl)nc2N1 (stereo not given)	-19%	-5%	-7%	0	i	9	5%	5%	1%
CC1CCN(C(=O)CSc2nc3c(cnn3-c3ccc(Cl)cc3)c(=O)[nH]2)CC1	6%	7%	1%	10	i	9	4%	-3%	2%
Cc1ccc(S(=O)(=O)N=C2SCCCS2)cc1	20%	14%	-2%	7	i	6	12%	16%	-4%
CC1CCCC(NC(=O)c2ccc3c(c2)N(Cc2ccccc2)C(=O)CS3=O)C1C (stereo not given)	7%	0%	-2%	0	i	6	6%	6%	5%

Following part
SMILES	HPDE-C7 viability	HPDE-C7K KRASV12	HT1080 viability	Spn PMK inh	Spn DPM-DC inh	MK inhibit	LYP phosphatase	TNAP inhibition	Bfl-1 displacement	others
CC(C)CNC(=O)c1c(N)n(/N=C/c2cccnc2)c2nc3ccccc3nc12	-8%	2%	12%	4	/	7	13%	13%	-7%
COc1ccc(C(=O)c2coc3ccc(O)c(CN4CCCCC4)c23)cc1	15%	17%	2%	6	i	6	7%	17%	2%	Spn PMK inh pilot replicates=0.5;MK inhibit pilot replicates=0.5;Spn DPM-DC inh pilot screen %=0.0
CC1CN(c2oc(-c3cccs3)nc2C#N)CC(C)O1 (stereo not given)	3%	6%	-3%	14	/	0	9%	5%	1%
N#C/C(=N\O)c1nc(-c2ccccc2)cs1	28%	36%	12%&8%	5	i	0	4%	6%	-3%
CC(=O)N(CC(C)(C)CC=C(C)C)c1ccccc1	-11%	-12%	-14%	0	i	1	15%	12%	-3%
CN1CCC2(CC1)NC(=O)NC2=O	-1%	-5%	-1%	15	i	0	-4%	4%	-8%
CNc1nc(C)nc(-n2nc(C)cc2C)n1	-4%	-2%	6%	3	i	8	2%	1%	-4%
c1csc(-c2nnsc2-c2nc3ccccc3[nH]2)c1	7%	1%	-9%	8	i	2	7%	4%	-7%
CCN1CCCC1CNS(=O)(=O)c1cc(Br)cc2c1N(C(=O)C1CC1)CC2 (stereo not given)	-3%	-3%	3%	0	i	9	9%	5%	-4%
CCOC(=O)C1=C(c2ccccc2)Nc2ncnn2C1c1cc(OC)cc(OC)c1OC (stereo not given)	/	/	-5%	3	i	11	-2%	0%	-4%
CCCCC(=O)Nc1cccc(NC(=O)c2ccc(Br)o2)c1	11%	10%	11%	4	i	2	10%	3%	2%
CCOC(=O)C1(C)NC(c2cc(OC)c(OC)c(OC)c2)C2C(=O)N(CC)C(=O)C21 (stereo not given)	-6%	9%	-2%	12	i	3	9%	7%	0%
